Screening results from PubChem.
CHRM5 agonist = CHRM5 agonism in calcium assay; 360,000 tested, 0.19% active; activation, % at 3 µM; AID 624037; CHO-K1 hM5 cells, Fluo-8 calcium fluorescence; 0% DMSO wells, 100% maximal acetylcholine response; P08912;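 active = activation above the run's mean over test compounds plus 3 SD, cut at about 23% in these data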;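 note: signal is peak over basal fluorescence ratio across the kinetic read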
Target sequence (P08912 whole entry, looked up): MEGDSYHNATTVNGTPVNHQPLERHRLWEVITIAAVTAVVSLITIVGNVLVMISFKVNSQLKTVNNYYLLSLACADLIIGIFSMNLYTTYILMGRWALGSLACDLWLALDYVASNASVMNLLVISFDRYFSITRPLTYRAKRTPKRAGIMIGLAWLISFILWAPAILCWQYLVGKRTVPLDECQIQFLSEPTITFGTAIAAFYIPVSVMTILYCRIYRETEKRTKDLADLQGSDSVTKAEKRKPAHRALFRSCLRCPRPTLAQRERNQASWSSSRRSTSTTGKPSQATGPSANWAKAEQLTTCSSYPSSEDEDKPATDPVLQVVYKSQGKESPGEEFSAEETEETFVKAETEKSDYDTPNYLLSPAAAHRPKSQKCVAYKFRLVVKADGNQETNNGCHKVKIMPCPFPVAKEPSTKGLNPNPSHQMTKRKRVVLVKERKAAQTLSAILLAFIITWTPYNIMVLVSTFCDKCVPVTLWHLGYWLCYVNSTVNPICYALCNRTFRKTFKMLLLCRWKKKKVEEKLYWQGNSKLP
CHRM4 agonist = CHRM4 agonism in calcium assay; 360,000 tested, 0.14% active; CHO-K1 hM4/Gqi5, Fluo-8 calcium fluorescence; vehicle 0%, full acetylcholine response 100%; activation, % at 3 µM; P08173;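 active = activation above the run mean over all test wells plus 3 SD, cut at about 32% in these data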;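 note: peak over basal fluorescence ratio per well then scaled between controls; 0% = DMSO wells and 100% = acetylcholine at EC100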
M4 antag = CHRM4 antagonism in calcium assay; 360,000 tested, 0.73% active; AID 624125; CHO-hM4 cells, ACh EC80, Fluo-8 calcium fluorescence; inhibition, % at 3 µM; P08173;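 active = inhibition above its plate's cutoff, the mean inhibition of sample wells plus 3 SD, cut at about 27% in these data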;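 note: 0% = acetylcholine EC80 with DMSO and 100% = DMSO without agonist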
CRFR2-BP antag = antagonists of CRF-binding protein/CRF-R2 receptor complex. AID 588475. inhibition, % at 11.8 µM. HEK293 CRF-R2/CRF-BP, CRF-induced calcium fluorescence. 350,000 tested, 0.59% active;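 active = inhibition of the ligand-induced calcium signal above about 50% at the single tested concentration, limit read from the data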
CHRM5 antagonist = antagonists of human muscarinic M5 receptor (CHRM5). P08912. CHO-hM5 cells, Fluo-8 calcium fluorescence, ACh EC80. inhibition, % at 3 µM. 360,000 tested, 0.59% active;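 active = inhibition above a per-plate cutoff, the mean of that plate's test compounds plus 3 SD, cut at about 27% in these data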;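 note: 0% = acetylcholine EC80 with DMSO and 100% = DMSO without agonist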
M4 PAM = CHRM4 positive allosteric modulation. AID 624126. 360,000 tested, 0.4% active. CHO-K1 hM4/Gqi5, Fluo-8 calcium fluorescence, ACh EC20; 0% = ACh EC20, 100% = maximal ACh. P08173. activation, % at 3 µM;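 active = activation above its plate's cutoff, the mean activation of sample wells plus 3 SD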; note: some results filed as inactive read as strong as hits
IDE cell inh = inhibits human insulin-degrading enzyme in HEK cells; P14735; FAbetaB cleavage, fluorescence polarization; inhibition, % at 5.59 µM; 320,000 tested, 0.41% active; AID 434962;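 active = percent inhibition above the average of all tested compounds plus 3 SD, set per screening campaign, cut at about 16% in these data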;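 note: IDE supplied by intact live HEK cells; FP after avidin binding of uncleaved biotin substrate so inhibition keeps polarization high; 0% = DMSO wells and 100% = 60 µM reference IDE inhibitor Ii1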
CHRM5 PAM = potentiates acetylcholine response at human M5 receptor. P08912. activation, % at 3 µM. CHO-K1 hM5, Fluo-8 calcium, ACh EC20 PAM; 0% = ACh EC20, 100% = ACh EC100. 360,000 tested, 0.3% active;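 active = activation above the run cutoff, the mean activation of all test compounds plus 3 SD, cut at about 18% in these data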
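Replicates: One well per compound, no replicates | System: Human M5 receptor in CHO-K1 cells | Benchmarks: Low control EC20 acetylcholine (0%), high control EC100 acetylcholine (100%) | Probe or stimulus: Acetylcholine, EC20 level | Times: Fluo-8 loading 80 min at 37 °C plus 30 min room temperature | Signal: Intracellular calcium via Fluo-8 fluorescence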
CRFBP-R2 agonist = CRF-BP/CRF-R2 complex agonism; activation, % at 13.2 µM; HEK293 CRF-R2/CRF-BP, calcium dye fluorescence (FLIPR); percent of saturating CRF peptide response; AID 588473; 350,000 tested, 0.46% active;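 active = activation of at least 50%, plus an integration ratio under a set limit after plate pattern correction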;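 note: plate controls were neutral control wells without compound for no effect and CRF at EC100 for full effect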
An asterisk follows results filed as active; . = no result given.

smiles	CHRM5 agonist	M4 antag	CHRM5 antagonist	CRFBP-R2 agonist	CRFR2-BP antag	IDE cell inh	M4 PAM	CHRM5 PAM	CHRM4 agonist
CC(C)NC(=O)C1(O)c2ccccc2NC(=O)N1c1ccc(Cl)c(Cl)c1 (stereo unspecified)	-2	1	4	-1.6	5	6	4	-2	0
COc1cc2c(cc1OC)-c1cc(NCc3ccccn3)nc(=O)n1CC2	-2	-1	-5	3.4	21	-1	5	3	0
Cc1ccccc1OCCSc1nnc(-c2cccnc2)n1N	1	-2	-17	-0.6	-1	1	11	10	2
COc1ccccc1Nc1nc(N)nc(CSc2nccc(C)n2)n1	0	5	6	-2.9	-2	-2	-4	-9	1
COc1ccc(C(=O)NCc2ccccc2)cc1Br	-2	-14	9	0.4	11	5	10	-5	2
CCOC(=O)C1=C(C)N(CCCC(=O)O)C(=O)NC1c1ccc(Cl)cc1Cl (stereo unspecified)	0	2	5	-2.1	12	-2	6	7	1
Cc1ccc(-c2nnn(CC(=O)N(c3ccccc3F)C(C(=O)NC3CCCC3)c3ccco3)n2)o1 (stereo unspecified)	-2	1	5	-2.4	21	2	1	-4	5
CSCC[C@H](NC(=O)c1ccc2c(c1)OCO2)c1nnc2ccccn12	-3	1	4	-1.5	0	3	6	1	0
COc1ccc(C(=O)OCC(=O)NC(C)CCc2ccccc2)c(OC)c1 (stereo unspecified)	-2	14	4	-10	18	7	-11	-4	2
COCC(=O)N1CCC(Oc2ccc(C(=O)N(C)Cc3nccs3)cc2)CC1	-1	10	-7	0.7	-8	1	-1	5	1
Nc1ccn([C@@H]2O[C@H](CNCc3ccc(Oc4cc(-n5cccn5)ncn4)cc3)[C@@H](O)[C@H]2O)c(=O)n1	1	-15	17	-0.1	-7	.	16	-3	-1
CC1CN(S(=O)(=O)c2ccccc2)C(C)CN1S(=O)(=O)c1ccccc1 (stereo unspecified)	-4	-5	-7	0.7	-4	.	0	10	0
O=C(c1cc(COc2ccc(F)cc2Cl)on1)N1CCCC(OCc2cccnc2)C1 (stereo unspecified)	1	0	12	0.2	5	-1	-11	-14	13
CN1N=C(c2ccc(Cl)cc2)CC(c2ccc(Cl)cc2)C1=O (stereo unspecified)	-4	-5	10	4.3	-9	0	-4	-5	-2
COc1ccc(S(N)(=O)=O)cc1C(=O)NCCCN1CCN(c2ccc(C)cc2)CC1	-2	1	-2	8.1	28	5	8	1	0
Cc1ccc(C(=O)N2CCc3ccccc32)cc1	-5	-10	-2	-0.3	13	0	3	0	-1
Cc1cccc(Oc2ccc(NS(=O)(=O)c3ccc(C)c(C(=O)O)c3)cc2)c1	-2	3	7	0.8	3	1	5	0	0
Cc1nnsc1Sc1ccccn1	-4	4	-5	-3.2	18	-2	-2	5	0
CN(C)S(=O)(=O)c1cccc(COC(=O)c2cccnc2Cl)c1	10	5	14	0.1	-2	-3	-2	-10	18
COC(=O)c1sc(C(C)(C)C)cc1CSc1ccccc1	1	4	-3	-0.1	-6	2	-3	4	-1
Cc1cc(Cl)ccc1Oc1nc(-c2ccccc2)ncc1S(C)(=O)=O	-2	3	0	0.1	7	3	17	1	0
Nc1cccnc1-n1nc(C(F)(F)F)cc1C(F)(F)F	1	-9	13	-1.1	5	7	1	-4	7
O=C(CCCN1C(=O)c2ccccc2C1=O)Nc1ccccn1	0	-1	3	-1.5	17	7	12	-2	1
CC(C)(C)NC(=O)NC(=O)CN1CCN(c2ccccc2)CC1	-2	5	2	-1.3	-3	-2	2	3	1
NC(=O)c1ncn([C@@H]2O[C@H](CNCc3cc(Br)ccc3OCc3ccccc3)[C@@H](O)[C@H]2O)n1	1	-11	-10	-1.6	4	.	10	3	0
C/C(=N\Nc1nccnc1Cl)c1ccc(Cl)c(Cl)c1	-3	3	9	-6.8	8	3	-8	7	0
COc1ccc(OCC(=O)Nc2nc3cc4c(cc3s2)OCCO4)cc1	3	-6	11	-0.6	5	6	1	-4	2
Cc1onc(-c2ccccc2)c1C(=O)NNC(=O)c1ccccc1Br	0	-1	-1	0.4	-8	0	10	4	0
CCOC(=O)c1cccc(NC(=O)COC)c1	0	8	11	1.3	-14	3	12	-1	0
O=C(C1CCCN(S(=O)(=O)c2ccc(F)cc2)C1)N1CCCC1 (stereo unspecified)	-1	11	-3	-0.8	3	2	-1	-1	1
CCCOc1ccc(/C=N\NC(=O)CCc2n[nH]c(=O)[nH]c2=O)cc1OC	0	-12	3	-1.6	45	-1	3	-4	2
Cc1nc(NC(=O)c2ccccc2)sc1-c1csc(NCCc2ccccc2)n1	1	3	9	-1.5	-15	5	-8	-6	2
N#CC[C@H](Cc1ccccc1)N1CCN(Cc2ccccc2)CCC1=O	-1	-4	9	0.8	-3	5	6	0	2
Cc1nn(CC(=O)NCCc2ccco2)c(=O)c2nn(-c3ccccc3)c(C)c12	-2	-8	-2	-0.5	2	2	1	-1	1
CCN(c1ccccc1)S(=O)(=O)c1ccc(NC(=S)NC(=O)c2ccc(Br)o2)cc1	-1	-12	-6	0.8	43	2	3	1	1
CCOC(=O)N1CCN(C(=O)CN(c2ccccc2OC)S(=O)(=O)c2ccc(C)cc2)CC1	4	-2	-7	2.2	4	-1	0	0	0
COc1ccc(C)cc1N(C(=O)c1cccc(F)c1)c1nc2ccccc2s1	-6	-14	-8	0.1	24	3	9	-3	-2
O=C(N[C@@H](Cc1ccccc1)C(=O)Nc1ccc(F)cc1)C1CCNCC1	-4	4	2	-0.3	-2	-1	3	-1	-2
COC(C/C=C/C(=O)[C@H](C)OCc1ccccc1)OC	2	-6	14	1.0	29	-1	5	0	1
C[C@H](O)[C@@H]1CN2CCc3c([nH]c4ccccc34)[C@@H]2C[C@@H]1N(C)C(=O)Nc1ccc(Br)cc1	6	-6	19	.	.	.	-5	-18	15
Cc1ccc(/C=N/N2CCN(c3ccc(Cl)cc3)CC2)o1	2	-2	0	2.5	7	-2	1	1	3
COc1ccc(Nc2cc(C)nc(-n3nc(C)cc3C)n2)cc1	0	-17	-7	-3.2	-26	4	21	-2	6
O=C(NC1CCCC1)C1CCN(C(=O)c2ccc(Cl)cc2Cl)CC1	0	-4	4	0.2	-9	-1	0	0	1
O=C(Nc1ccccc1)C(=O)Nc1ccccn1	4	1	5	1.1	-10	-2	5	0	2
N#CC1=C(c2ccc(-c3ccccc3)cc2)COC1=O	0	12	4	-0.5	-18	1	4	-1	1
O=C1CC(Sc2ccc(Cl)cc2)C(=O)N1Cc1ccncc1 (stereo unspecified)	-9	-9	11	-0.7	1	1	-5	-6	1
CC(C)COc1ccc(C(=O)Nc2sc3c(c2C(=O)O)CC(C)(C)OC3)cc1	2	3	34*	-1.9	19	2	-5	-18	14
COc1cc2c(c(OC)c1OC)-c1c(cc(OC)c(OC)c1OC)C[C@](C)(O)[C@@H](C)C2	4	-3	-2	-1.2	-7	-1	8	7	1
Cc1cccc(C)c1NC(=O)C1(C)CSCC(=O)N1Cc1cccc(C(F)(F)F)c1 (stereo unspecified)	0	-13	-7	.	.	.	7	10	3
CC12CCC3C(CCC4CC(O)CCC43C)C1CC(O)C2 (stereo unspecified)	-3	-1	19	10	8	.	-6	-23	17
Cc1cc(C)c(-c2csc(NC(=O)C3=COCCO3)n2)c(C)c1	-4	-12	-6	1.4	7	-4	-7	2	3
OC(COCC1COc2ccccc2O1)CN1CCN(c2ccc(F)cc2)CC1 (stereo unspecified)	-2	8	10	-2.6	3	0	-5	0	4
CC(=O)Nc1ccccc1NC(=O)C/C(C)=N/NC(=O)C(=O)N1CCCCC1	0	-6	5	-0.2	1	2	3	4	0
COc1cccc(-c2ccc(NC(=O)C3CCCN(Cc4ccc(CO)o4)C3)cc2)c1 (stereo unspecified)	-5	-4	2	2.2	-9	5	3	-2	6
CCCCOC(=O)CCc1c(C)n[nH]c1C	1	-3	8	-0.4	-6	7	-5	-7	1
Cc1c(Cl)cccc1NC(=S)NNc1ncc(C(F)(F)F)cc1Cl	8	3	12	20	-18	9	-5	-11	19
O=C(O)C1CC(=O)N(c2ccc(Br)cc2)C1 (stereo unspecified)	3	3	-1	1.3	15	0	2	-3	1
Cc1ccccc1NS(=O)(=O)c1cc(C(=O)NCc2ccncc2)ccc1Cl	-2	0	2	-0.8	-13	4	0	-4	3
COc1ccc(-c2nc3ccc([N+](=O)[O-])cc3[nH]2)cc1	0	3	5	1.3	-3	1	3	-2	4
CN(Cc1nc2ccccc2c(=O)[nH]1)C(=O)c1ccccc1OCc1ccc(Cl)cc1	-1	-2	-10	0.0	-4	0	2	1	8
CCOc1ccc(S(=O)(=O)NCCC(=O)N2CCN(c3ncccn3)CC2)cc1	2	-7	-5	1.0	-5	-2	4	10	0
Cn1ccc2c(-c3cccc(C=O)c3)cc3c(c21)C1CCC3C1 (stereo unspecified)	3	-2	3	.	.	.	-2	1	-2

Ordered by value in CHRM5 antagonist (descending): three from the list above.
canonical_smiles	CHRM5 antagonist
CC(C)COc1ccc(C(=O)Nc2sc3c(c2C(=O)O)CC(C)(C)OC3)cc1	34*
CCCOc1ccc(/C=N\NC(=O)CCc2n[nH]c(=O)[nH]c2=O)cc1OC	3
Cc1cccc(C)c1NC(=O)C1(C)CSCC(=O)N1Cc1cccc(C(F)(F)F)c1 (stereo unspecified)	-7

The order is random; about 2.9% have a hit in one of these screens.
